AddAB inh = less growth of phage-infected E. coli with AddAB; E. coli expressing H. pylori AddAB, absorbance growth; inhibition, % at 11.9 µM; 0.29% of 330,000 active; AID 435030; in the data active = inhibition above about 12%;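 also: 0% = vehicle wells of infected cells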
Tat export inh = inhibitors of E. coli Tat protein transport; E. coli MC4100 TorA-mCherry Tat export, fluorescence; inhibition, % at 10 µM; 0.036% of 340,000 active; AID 488895;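 active = mean replicate inhibition at least 50% and at least half of replicates individually reaching 50%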;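 also: exported cargo escapes ClpAP degradation while cytoplasmic cargo is degraded and loses fluorescence; 0% = median of neutral control wells and 100% = median of NaSCN control wells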
PKA-R2B activ = PKA-R2B complex activation; P22694+P31323; PKA-R2B holoenzyme dissociation, Cy5-IP20 fluorescence polarization; R2B truncated from residue 108, S112A mutant; 0% DMSO only, 100% 113 µM cGMP; activation, % at 11.4 µM; 0.079% of 340,000 active; AID 504700;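 active = activation above a cutoff set at the mean over all compounds plus 3 SD, cut at about 18% in these data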;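 also: higher means more holoenzyme dissociation and a rise in polarization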
Target sequence (P31323 whole entry, looked up, other chains not shown, the tested form may be a part): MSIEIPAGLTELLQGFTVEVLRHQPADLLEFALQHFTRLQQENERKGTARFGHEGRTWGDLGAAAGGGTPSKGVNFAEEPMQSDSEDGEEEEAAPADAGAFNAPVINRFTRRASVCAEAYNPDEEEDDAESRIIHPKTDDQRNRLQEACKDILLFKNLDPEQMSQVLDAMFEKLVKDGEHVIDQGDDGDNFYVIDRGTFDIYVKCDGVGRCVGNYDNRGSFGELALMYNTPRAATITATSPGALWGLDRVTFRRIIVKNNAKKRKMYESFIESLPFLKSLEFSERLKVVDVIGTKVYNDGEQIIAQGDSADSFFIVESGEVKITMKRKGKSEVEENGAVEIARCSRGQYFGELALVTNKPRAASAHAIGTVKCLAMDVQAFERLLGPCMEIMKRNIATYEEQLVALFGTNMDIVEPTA
SUMO Mot1 rescue = inhibitors of SUMOylation pathway: yeast Mot1-301 growth rescue | growth rescue, % at 18.8 µM | 1% of 320,000 active | S. cerevisiae Mot1-301 growth rescue, ATP luminescence, 38.5C; percent above DMSO median, 100 means doubled;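 active = every valid replicate shows activation above 250% relative to neutral control wells; inactive = the rest, any valid replicate at or below 250%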;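 also: OY570 slx delta 5 strain wells were the positive control but not used for scaling; some compounds called inactive have numbers as strong as hits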
phage Ecoli inh = E. coli growth loss with phage present. AID 651602. inhibition, % at 11.9 µM. 0.26% of 360,000 active. growth absorbance; in the data active = inhibition above about 11%
Ecoli viability = bacterial growth inhibition, counter-screen for AddAB inhibitors. 0.27% of 330,000 active. E. coli V3065 growth, OD600 absorbance, 18 h. inhibition, % at 11.9 µM;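 active = inhibition above the campaign's mean inhibition across all tested compounds plus 3 SD, cut at about 9.9% in these data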;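 also: uninfected addAB+ strain grown without phage in ampicillin broth; 0% = DMSO wells and 100% = ciprofloxacin 0.95 µg/ml wells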
CDK5 inh = blocks human CDK5/p35 kinase activity. Q00535+Q15078. Recombinant CDK5/p35, ADP-Glo luminescence, 60 min. inhibition, % at 10 µM. 0.01% of 330,000 active. AID 488839;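 active = highest replicate inhibition of at least 50% and at least 75% of replicates reaching 50%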;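 also: plate controls were DMSO neutral control for no effect and GW8510 at 10 µM for full effect; many of its hits are not listed in these tables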
HTR5A ag = counter-screen for OPRM1-OPRD1 agonists: human HTR5A agonism; 0.61% of 340,000 active; HTR5A agonist assay, luminescence, cell-based; AID 504692; activation, % at 9.3 µM; in the data active = activation mostly above about 9.5%, no sharp cut-off; inactive = mostly below about 7.6%;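 also: 0% = cells with vehicle only and 100% = reference agonist; strong numbers were not always called active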
DAGLB inh = blocks human DAGLB lipase activity | Q8NCG7 | HEK293T DAGLB membrane lysate, EnzChek fluorogenic substrate | inhibition, % at 5.17 µM | 0.059% of 340,000 active; in the data active = inhibition above about 34%;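 also: 0% = enzyme with vehicle and 100% = wells lacking enzyme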
Target sequence (Q8NCG7 whole entry, looked up): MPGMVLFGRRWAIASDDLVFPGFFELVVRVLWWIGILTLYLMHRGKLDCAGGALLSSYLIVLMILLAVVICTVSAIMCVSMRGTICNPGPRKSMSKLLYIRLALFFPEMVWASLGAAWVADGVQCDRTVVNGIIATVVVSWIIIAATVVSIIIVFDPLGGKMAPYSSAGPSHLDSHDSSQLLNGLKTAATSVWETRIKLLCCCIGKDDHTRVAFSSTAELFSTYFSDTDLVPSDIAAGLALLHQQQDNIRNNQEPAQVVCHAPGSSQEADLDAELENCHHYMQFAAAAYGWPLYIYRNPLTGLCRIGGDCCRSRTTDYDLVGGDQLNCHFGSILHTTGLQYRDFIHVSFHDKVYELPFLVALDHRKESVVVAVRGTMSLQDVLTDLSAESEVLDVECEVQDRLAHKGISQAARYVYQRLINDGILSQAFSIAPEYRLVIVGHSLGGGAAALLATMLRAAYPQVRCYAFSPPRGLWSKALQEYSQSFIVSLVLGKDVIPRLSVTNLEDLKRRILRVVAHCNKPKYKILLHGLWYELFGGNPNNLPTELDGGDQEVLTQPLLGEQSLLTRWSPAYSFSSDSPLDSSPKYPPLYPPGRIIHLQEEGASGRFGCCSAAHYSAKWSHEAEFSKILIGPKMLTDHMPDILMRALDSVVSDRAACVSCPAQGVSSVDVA
PKA-R1A act = activates the PKA-R1A holoenzyme complex. P00514+P68181. PKA-R1A dissociation, Cy5-IP20 fluorescence polarization; scaled: DMSO 0%, 113 µM cGMP 100%. activation, % at 11.4 µM. 0.083% of 340,000 active. AID 504707;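 active = percent activation above the mean of all tested compounds plus 3 SD, cut at about 19% in these data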;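 also: higher means more PKAc released from R1A so a rise in polarization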
HTR5A inv ctr = inverse agonist of human HTR5A in OPRM1-OPRD1 counter-screen; P47898; HTR5A cell line, luminescence, inverse agonism; inhibition, % at 9.3 µM; 0.083% of 340,000 active; in the data active = inhibition mostly above about 23%, no sharp cut-off; inactive = mostly below about 18%;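 also: 0% = cells with DMSO and 100% = no-cell wells with DMSO; some compounds called inactive have numbers as strong as hits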
An asterisk follows results filed as active; . = not tested or not shown.

SMILES	AddAB inh	Tat export inh	PKA-R2B activ	SUMO Mot1 rescue	phage Ecoli inh	Ecoli viability	CDK5 inh	HTR5A ag	DAGLB inh	PKA-R1A act	HTR5A inv ctr
CCOC(=O)CC1C(=O)NCCN1S(=O)(=O)c1ccc(Cl)cc1Cl (stereo unspecified)	-0.7	-1.2	0.2	3.3	2.0	-0.9	1.7	2.0	-0.2	-2.7	-5.2
Cc1ccc(NC(=O)CSc2ncccn2)c([N+](=O)[O-])c1	0.4	-1.1	-2.5	1.5	4.3	-2.3	-5.2	-3.7	-3.5	-10.2	-3.9
CCOC(=O)c1nc(C)nc(Sc2n[nH]c(-c3cc(Cl)cc(Cl)c3)n2)c1C	4.6	8.1	-6.7	4.2	1.4	1.1	-0.1	-2.6	-2.7	-2.6	-8.4
CC(C)(C)NC(=O)NC(=O)CN1CCN(c2ncc(C(F)(F)F)cc2Cl)CC1	-0.5	0.8	12.8	52.3	3.0	0.4	-0.4	-1.0	-5.7	7.6	7.6
CCOC(=O)N1CCN=C1SCc1ccc(C(F)(F)F)cc1	4.8	-1.6	4.0	-12.2	-0.6	-0.5	0.6	-7.0	-3.6	5.0	17.5
COc1ccc(C(=O)N2CCC(C(=O)Nc3ccc(C)cc3)CC2)cc1	-1.6	-1.7	-11.9	.	1.1	2.4	-2.1	-2.8	-1.2	-5.2	6.9
COC(=O)c1ccc(C2=NOC(C)(c3nnc(Cc4ccccc4)o3)C2)cc1 (stereo unspecified)	7.6	-3.1	-8.3	15.0	4.9	2.4	-0.5	0.5	-2.8	-3.9	-1.3
Cc1cc(NC(=O)c2nn(C)c(C)c2[N+](=O)[O-])no1	3.1	7.0	-3.5	-12.1	3.7	1.7	2.1	0.5	-1.2	4.5	-1.7
CC(=O)Nc1ccc(CNc2ncnc3ccc(-c4c(C)noc4C)cc23)cc1	-0.8	-10.7	-0.5	7.0	-0.1	-0.1	1.5	3.1	0.2	7.6	2.7
CC(C)Oc1ccc(CNCC2(O)CCOC(C)(C)C2)cc1 (stereo unspecified)	0.2	-5.0	-16.4	-0.9	1.8	-2.0	-1.2	-1.9	0.5	5.0	-6.5
CCOC(=O)c1c(S(=O)(=O)NCC(=O)Nc2cc(C)ccc2C)c(C)n(C)c1C	-0.4	6.5	2.6	2.5	1.8	2.3	-0.5	0.5	0.8	-4.8	0.4
CS(=O)(=O)N(CC(=O)Nc1ccccc1-c1ccccc1)c1ccc(F)cc1	-3.2	-1.2	-3.9	57.6	1.1	0.3	-1.3	2.9	-3.1	-1.3	-11.9
COc1cccc(C(C(=O)NC(C)(C)C)N(Cc2ccco2)C(=O)CCC(=O)Nc2cc(C)on2)c1OC (stereo unspecified)	4.2	2.8	-5.1	-6.8	4.0	0.3	-2.6	-2.1	-1.8	-4.2	5.5
COc1cccc(NC(=O)CCNC(=O)N2CC(=O)Nc3ccccc32)c1	1.3	-0.8	-5.7	25.0	2.9	-0.5	-2.1	2.2	-0.6	6.8	6.5
O=C(c1[nH]nc2c1CCc1ccccc1-2)N1CCN(Cc2ccc3c(c2)OCO3)CC1	5.0	7.3	-6.8	63.9	.	2.2	-0.4	4.9	2.2	3.6	2.6
O=C(c1ccc2c3n(nc2c1)-c1ccc(Cl)cc1CO3)N1CCCCC1	3.2	3.8	-4.5	-5.9	1.8	1.8	1.8	7.9	-0.7	-2.8	-23.1
O=C(Cn1nnc(-c2ccccc2NC(=O)c2ccco2)n1)Nc1ccccc1	-2.4	-1.2	-4.0	.	.	-0.2	-0.1	1.5	-4.3	8.0	-18.0
Cc1nc2ccn(Cc3ccccc3)c(=O)c2cc1C(=O)N1CCN(c2ccccc2)CC1	3.4	1.8	-4.0	4.8	-0.5	1.8	2.6	-3.0	1.0	-1.1	-22.9
CC(C)c1ccc(NC(=O)NC2(C(=O)NCc3cccnc3)CCCCC2)cc1	3.3	-0.6	-7.6	-9.1	-0.7	-2.3	1.7	-4.7	-1.8	-2.1	-5.5
CCC(=O)Nc1ccc(C(=O)Nc2ccc(OC)cc2[N+](=O)[O-])cc1	3.8	-8.5	0.0	33.6	3.3	1.0	-2.1	-1.3	1.4	-9.1	-6.8
Cc1ccc(NC(=O)c2ccccc2-c2ccc(C(F)(F)F)cc2)cc1S(=O)(=O)N1CCOCC1	-0.5	-10.0	-5.7	64.9	2.4	-2.7	-0.3	3.9	-2.5	-5.0	24.1
COc1ccc(NC(=O)c2ccc(C)o2)c([N+](=O)[O-])c1	4.7	-1.7	1.6	23.4	5.1	1.5	1.4	5.0	-4.1	3.3	23.7
CCOc1ccc(C(=O)O)cn1	5.4	-4.3	7.1	8.7	4.6	-0.5	-1.1	6.4	0.1	-4.6	-3.6
Cc1cccc(OCC(=O)NCC(=O)N/N=C/c2ccc(O)cc2O)c1	-2.3	26.6	-7.0	-16.7	-1.7	-0.4	-5.8	-4.3	4.8	3.8	8.8
CC1CC1c1ccc(/C=C(\C#N)C(=O)Nc2cc(Cl)ccc2Cl)o1 (stereo unspecified)	2.0	-13.6	0.2	-1.3	0.8	1.0	-0.2	-2.2	-10.0	13.6	7.6
Cc1cccc(-n2cc(CN3CCN(c4ccccn4)CC3)c(-c3cccc(F)c3)n2)c1	3.1	-9.8	-5.6	126.3	4.0	-2.2	-1.1	-0.9	-7.2	-8.6	2.5
CN1C(=O)/C(=C\c2cc(Br)cs2)c2ccccc21	2.4	3.5	0.6	3.5	2.2	0.4	-0.2	-6.2	3.5	1.6	16.1
O=C1N/C(=C/c2cccn2-c2ccccc2)C(=O)N1Cc1ccc(F)cc1	-0.2	-5.4	-10.4	61.6	3.2	-1.6	-0.5	1.0	1.3	-6.7	-5.0
O=C(O)C1C2CCC(O2)C1C(=O)Nc1cnn(Cc2ccccc2)c1 (stereo unspecified)	-1.5	-7.8	-5.7	-1.2	1.3	-3.7	0.1	3.3	-0.5	-5.6	7.3
CCCN(CCC)CCCNC(=O)c1cn(CC)c2ccc(S(=O)(=O)N3CCOCC3)cc2c1=O	-0.3	0.3	3.9	-12.6	-0.9	-0.9	0.2	-4.5	-4.6	1.6	22.3
N#Cc1c(N)n(CCOC(=O)c2cccc(Br)c2)c2nc3ccccc3nc12	1.1	-11.8	8.4	-10.1	1.0	-0.9	2.0	5.7	2.1	-6.7	-10.4
COc1ccc(C(=O)Nc2cc(=O)n(C)c(=O)n2C)cc1OC	1.4	-6.0	1.0	-24.3	1.0	2.4	-1.3	-1.5	-2.9	-6.6	4.4
Cc1ccc(C)c(S(=O)(=O)N2CCN(C(=O)Cc3sc(C)nc3-c3ccc(F)cc3)CC2)c1	.	11.6	1.0	.	0.3	.	-14.4	-0.2	3.2	-11.4	6.6
C[C@H](CO)N1C[C@H](C)[C@@H](CN(C)S(=O)(=O)c2ccccc2)Oc2c(NC(=O)c3ccncc3)cccc2C1=O	4.0	-1.3	3.9	-10.2	1.6	2.3	-0.8	0.7	-0.2	7.7	21.2
O=C(NNC(=O)c1ccccc1F)c1cccc(-n2cccc2)c1	-3.1	0.8	2.0	4.6	3.7	-1.6	-0.3	2.3	-0.7	7.1	-9.1
O=[N+]([O-])c1ccc(NC(=S)NCCc2ccc(Cl)cc2)cc1	11.1	-19.4	-0.6	-17.4	12.6*	11.0*	-0.7	2.6	0.1	2.1	-9.0
C=CS(=O)(=O)N(Cc1ccc(Cl)c(Cl)c1)C[C@@H](O)CO	-1.1	-9.6	-4.1	.	.	-1.6	-0.3	0.0	1.9	-1.3	0.0
Cc1ccc(NC(=O)Cn2c(=O)c(C)nc3ccccc32)cc1	0.6	2.5	4.7	11.0	2.0	-1.0	0.3	2.6	3.2	5.9	-6.0
Cn1c(=O)cc(SCC(=O)N2CCN(c3ccccc3)CC2)c2ccccc21	1.2	1.7	-1.6	21.5	2.2	0.1	1.5	-1.3	2.5	-6.2	-4.5
O=C(NCc1ccco1)C1CCN(c2nc3ccccc3n2Cc2ccc(F)cc2)CC1	-1.4	13.4	-3.4	-16.1	2.2	2.0	-0.1	3.4	1.5	3.0	-9.5
CC(=O)C1=C(C)OC(N)=C(C#N)C1c1cc2cccc(C)c2nc1Cl (stereo unspecified)	1.0	10.3	5.0	.	0.2	-0.9	-0.7	-0.2	1.9	-4.5	-1.1
Cc1ccc(OCC(=O)Nc2ccccc2C(N)=O)cc1	1.0	-1.4	-13.7	172.9	3.8	1.6	-1.2	-1.4	-3.7	2.0	5.2
COCCCNCCCCOc1ccccc1-c1ccccc1	1.4	-8.9	2.8	8.2	2.3	-0.9	1.6	-3.8	-0.2	1.1	-3.9
Cc1ccc(S(=O)(=O)N2CC(=O)Nc3ccccc32)cc1C	1.1	-2.1	-4.2	-7.8	1.9	3.0	1.4	5.6	0.6	-3.2	-5.1
COc1cccc(NC(=O)CCC2CCN(C(=O)Cc3cccc(F)c3)CC2)c1	0.4	-5.3	-4.6	-15.1	1.0	0.8	0.1	0.7	-2.2	-6.3	-0.2
CCCCN(CC)C(=S)Nc1ccc2nc(N3CCN(C)CC3)cc(C)c2c1	0.7	1.7	4.9	459.5	3.1	1.3	0.5	2.6	1.4	5.1	4.1
CCOC(=O)C1=C(C)NC(=O)NC1c1ccc(C)o1 (stereo unspecified)	2.6	-4.1	-12.7	-7.1	2.2	-2.6	-0.3	-1.4	-1.7	-0.5	4.2
Cc1c(C(=O)N2CCOCC2)sc(NC(=O)Cc2ccccc2)c1C#N	3.0	1.4	0.9	96.4	3.2	-1.3	-1.7	-2.7	3.0	-7.1	6.9
O=C(c1ccc(COc2ccccc2Br)o1)N1CCN(c2ccccn2)CC1	1.1	8.7	1.0	195.9	1.0	1.8	-1.4	2.8	-0.8	1.0	-21.5
COc1ccc([N+](=O)[O-])cc1NC(=O)CN(C)S(=O)(=O)c1ccccc1	1.2	-0.5	9.7	9.3	2.3	0.5	0.8	-4.3	-0.1	-8.2	11.5
O=C(Nc1cccc(NC(=O)c2c(F)cccc2F)n1)c1c(F)cccc1F	4.5	-4.4	-0.9	15.9	1.9	2.4	-0.2	-5.8	-5.1	1.1	21.1
COCCNC(=O)c1cccc(OC2CCN(Cc3ccc(F)cc3OC)CC2)c1	0.8	2.2	-10.7	-10.3	3.0	-0.6	-2.7	4.9	0.5	-3.4	-18.1
CC1CCN(C(=O)COC(=O)C2CCN(S(=O)(=O)c3ccc(Cl)c(C(F)(F)F)c3)CC2)CC1	-0.1	2.3	-1.1	193.4	-0.3	-1.6	1.2	4.3	-2.9	1.4	-12.9
CCOC(=O)c1c(NC(=O)c2c(C)noc2C)sc2c1CCCCC2	2.1	1.7	-6.5	118.2	.	0.3	9.7	-2.1	1.4	-16.1	-25.2
Cc1cc(C(=O)Cn2nnc3ccccc3c2=O)c(C)n1-c1ccccc1F	5.6	17.5	0.9	3.0	1.7	2.4	-2.1	1.5	-9.2	-9.8	-3.9
COc1ccc(C)cc1NC(=O)COC(=O)c1c(C)noc1C	3.6	-7.5	1.2	-11.0	1.6	0.8	1.0	6.4	-1.8	4.1	-0.7

This is a random part of the collection (roughly 2.3% active in at least one column).
